12-LOX inh = Primary qHTS assay for inhibitors of human arachidonate 12S-lipoxygenase (ALOX12): Round 2 | Polyunsaturated fatty acid lipoxygenase ALOX12 (Homo sapiens), P18054 | purified 12hLO, xylenol orange hydroperoxide absorbance | Potency, µM (titrated, usually from 108 µM), inactives show at the top dose activity change, negative = inhibition, most hits filed as inhibitors | hit rate 1.1% among 580,000 | AID 1671190, 2021; also: % is scaled to controls: 0 for no effect and ±100 for the full control effect
Target sequence (P18054 whole entry, looked up): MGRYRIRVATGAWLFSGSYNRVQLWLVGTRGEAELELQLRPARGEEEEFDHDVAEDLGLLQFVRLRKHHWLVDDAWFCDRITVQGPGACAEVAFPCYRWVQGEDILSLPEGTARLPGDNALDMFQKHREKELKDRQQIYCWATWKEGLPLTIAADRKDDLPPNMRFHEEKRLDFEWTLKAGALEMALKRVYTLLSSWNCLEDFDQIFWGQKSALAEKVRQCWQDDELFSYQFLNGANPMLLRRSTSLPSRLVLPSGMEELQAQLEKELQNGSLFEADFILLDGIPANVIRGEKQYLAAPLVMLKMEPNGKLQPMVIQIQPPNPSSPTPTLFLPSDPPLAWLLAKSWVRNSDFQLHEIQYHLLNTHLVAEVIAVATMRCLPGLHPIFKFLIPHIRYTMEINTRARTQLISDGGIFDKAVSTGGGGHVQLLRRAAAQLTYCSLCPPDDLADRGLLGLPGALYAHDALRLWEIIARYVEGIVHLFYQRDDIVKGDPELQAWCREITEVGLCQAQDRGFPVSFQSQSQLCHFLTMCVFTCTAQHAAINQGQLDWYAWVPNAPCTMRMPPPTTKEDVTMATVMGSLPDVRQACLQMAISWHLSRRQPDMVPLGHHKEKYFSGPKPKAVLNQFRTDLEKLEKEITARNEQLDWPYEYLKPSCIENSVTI
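Purified human 12hLO (150 nM final) in 25 mM Hepes, 0.01% Triton X-100, pH 7.0 was preincubated 15 min at room temperature with compound. Then 40 uM arachidonic acid was added, 30 min. Hydroperoxide was read by Fe-XO absorbance ratio 573/405 nm.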
GLS inhibitor = qHTS for Inhibitors of Glutaminase (GLS) | Glutaminase kidney isoform, mitochondrial (Homo sapiens), O94925 | GLS enzymatic activity, qHTS titration | Potency, µM (doses to about 45.5 µM), for the others: at the top dose activity change, negative = inhibition, usual class: inhibitors | hit rate 0.21% among 410,000; also: % is scaled to controls: 0 for no effect and ±100 for the full control effect
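hKGA; 45 mM KH2PO4 pH 8.2 + 0.02% Tween-20; cpd via pin tool; 1 mM Gln soln; GluOx/HRP/Amplex Red; RT 30 min; fluor. t0 & final.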
RGS4 inhibitor = Inhibitors of Regulator of G Protein Signaling (RGS) 4: qHTS | Potency, µM (titrated, usually from 114 µM), without a hit: at the highest dose activity change, negative = inhibition, most hits filed as inhibitors | AID 504845, 2011 | hit rate 0.039% among 390,000 | Regulator of G-protein signaling 4 (Homo sapiens), P49798 | Transcreener GDP fluorescence polarization, RGS4-accelerated GTP hydrolysis; also: % is scaled to controls: 0 for no effect and ±100 for the full control effect; nearly all actives have a fitted effect of over 75% in size; some results filed as inactive show a strong effect at the top dose
Target sequence (P49798 whole entry, looked up): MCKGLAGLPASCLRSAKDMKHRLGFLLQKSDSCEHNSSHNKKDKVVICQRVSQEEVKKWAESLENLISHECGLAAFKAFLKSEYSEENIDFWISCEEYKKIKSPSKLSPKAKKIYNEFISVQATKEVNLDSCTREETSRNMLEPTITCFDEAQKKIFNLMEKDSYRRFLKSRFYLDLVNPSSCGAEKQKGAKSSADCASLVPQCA
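MLSMR compounds (23 nl, pin-transferred) preincubated 10 min at room temperature with a 500nM (2x) first reagent, then RGS4 at 900nM (2x) plus Transcreener GDP mix added; fluorescence polarization (620/688 nm) read before and after 90 min at 30 °C.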
Pin1 inhibitor = qHTS Assay to Find Inhibitors of Pin1. Peptidyl-prolyl cis-trans isomerase NIMA-interacting 1 (Homo sapiens), Q13526. Pin1 FP peptide displacement, HiFluor488, 10 min. Potency, µM (titrated, usually from 115 µM), for the others: top-dose activity, negative = inhibition, most hits filed as inhibitors. hit rate 0.009% among 390,000. AID 504891, 2011; active = well fitted inhibition curve with a large enough effect in the polarisation, with a control signal flat, not every such curve was filed as active; inconclusive = small, poorly fitted or top-dose-only effect, or effect the other way, or a change in a side signal; inactive = no such curve, though single readings can be large or run the other way; the % refers to the polarisation; also: % is scaled to controls: 0 for no effect and ±100 for the full control effect
Target sequence (Q13526 whole entry, looked up): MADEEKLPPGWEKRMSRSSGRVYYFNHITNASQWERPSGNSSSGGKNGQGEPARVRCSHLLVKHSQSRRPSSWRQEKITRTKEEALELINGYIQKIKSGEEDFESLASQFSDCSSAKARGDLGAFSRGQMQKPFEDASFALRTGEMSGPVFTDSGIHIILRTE
JMJD2A Tudor inh = qHTS Assay for Inhibitors of JMJD2A-Tudor Domain. Lysine-specific demethylase 4A (Homo sapiens), O75164. AlphaScreen JMJD2A-Tudor / H3K4me3 peptide binding. Potency, µM (doses to about 114 µM), inactives show top-dose activity change, negative = inhibition, most hits filed as inhibitors. hit rate 4.4% among 390,000; also: % is scaled to controls: 0 for no effect and ±100 for the full control effect; nearly all actives have a fitted effect of over 50% in size
PGK inhibitor = qHTS Assay to Find Inhibitors of Phosphoglycerate Kinase. Potency, µM (highest dose often 57.5 µM), for the others: at the highest dose activity change, negative = inhibition, hits mostly inhibitors. PGK/GAPDH coupled, Kinase-Glo luminescence, 60 min. Phosphoglycerate kinase, glycosomal (Trypanosoma brucei brucei), P07378. hit rate 0.043% among 380,000; also: % is scaled to controls: 0 for no effect and ±100 for the full control effect; nearly all actives have a fitted effect of over 60% in size
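Recombinant glycosomal PGK reaction used 1,3-bisphosphoglycerate generated in-well by GAPDH (100nM final) in 100mM TEA pH 7.6, 5mM MgCl2, 0.01% Tween-20. After 60 minutes at room temperature, ATP was read by Kinase-Glo Plus luminescence end-point.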
ERG-DNA inh = qHTS for Small Molecule Inhibitors of the ERG Ets/DNA interaction. Transcriptional regulator ERG (Homo sapiens), P11308. fluorescence polarization, His-ERG Ets domain / labelled DNA. Potency, µM (series often up to 76.9 µM), for inactives: at the highest dose FP activity, negative = inhibition, most hits filed as inhibitors. hit rate 0.028% among 370,000; active = well fitted inhibition curve with a large enough effect in the polarisation, with a control signal flat; inconclusive = small, poorly fitted or top-dose-only effect, or effect the other way, or a change in a side signal; inactive = no such curve, though single readings can be large or run the other way; the % refers to the polarisation;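 also: polarization taken with two DNA probes labelled with fluorescein and Texas red; % of control where 0% means no effect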
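His-tagged ERG Ets domain (1 uM in the protein solution; 300mM KCl, 50mM Tris-HCl, 1mM EDTA, 1mM DTT, pH 7.5) received compound, then a probe mix of 5 nM fluorescein-DNA and 100nM Texas-615-DNA. Fluorescence polarization was read for both dyes.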
HP1b binding inh = HTS for Inhibitors of HP1-beta Chromodomain Interactions with Methylated Histone Tails. Potency, µM (titrated, usually from 114 µM), inactives show at the highest dose activity change, negative = inhibition, most hits filed as inhibitors. AlphaScreen HP1-beta / biotin-H3K9me3 peptide binding. Chromobox protein homolog 1 (Homo sapiens), P83916. hit rate 0.56% among 390,000; also: nearly all actives have a fitted effect of over 70% in size; inactives centre near 23
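Compound inhibition of the preformed complex between 50 nM HP1-beta and 50 nM biotinylated H3K9me3 peptide was read by AlphaScreen. Buffer was PBS pH 7.4 with 0.01% Tween-20. Incubations ran 30 min at room temperature, with 10 ug/mL donor/acceptor beads.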
TrxR1 inh = qHTS Assay for Inhibitors of Mammalian Selenoprotein Thioredoxin Reductase 1 (TrxR1): qHTS; recombinant rTrxR1, NADPH fluorescence consumption, selenite substrate; AID 588453, 2011; Thioredoxin reductase 1, cytoplasmic (Rattus norvegicus), O89049; Potency, µM (top dose mostly 114 µM), for inactives: at the highest dose activity change, negative = inhibition, most hits filed as inhibitors; hit rate 1% among 390,000; also: % is scaled to controls: 0 for no effect and ±100 for the full control effect; nearly all actives have a fitted effect of over 65% in size
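Rat TrxR1 (90 nM in the dispensed reagent) was pre-reduced with 400 uM NADPH for 5 min at room temperature, then incubated with compound for 15 min. After 400 uM selenite was added, NADPH fluorescence (Ex 340/Em 450 nm) was followed for 8 min.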
Numbers without * were called inactive; i = inactive; ? = inconclusive; . = not tested or not shown; & = joins results of further samples; [ ] = another dose, or the depositor's remark. Unless noted, calls follow the shape of the dose curve; as a rule, active = well fitted curve in the direction sought with a large enough effect; inconclusive = small, poorly fitted or top-dose-only effect, or another doubt; inactive = no such curve, though single readings can be large; an effect the other way counts as inactive or inconclusive. Potency is read from the fitted curve at half-maximal effect. Some of the compounds tested (hit frequency here may not be typical).

# | mol | ERG-DNA inh | TrxR1 inh | GLS inhibitor | Pin1 inhibitor | HP1b binding inh | PGK inhibitor | JMJD2A Tudor inh | 12-LOX inh | RGS4 inhibitor
1 | CCOC(=O)C(C)Sc1nc2c(c(=O)[nH]c(=O)n2C)n1CCc1ccccc1 (centres undefined) | -5% | 4%[57.1 µM] | 8% | -4% | -18% | 0% | 0% | 0% | -12%
2 | CCCc1nnc(NC(=O)CCC(=O)NCc2ccc(Cl)cc2Cl)s1 | -4% | 9% | 11% | 11% | 18% | -4% | ? | 2% | 8%
3 | CC(=O)N1CCOc2ccc(S(=O)(=O)N3CCC(C(=O)NCc4ccc(F)cc4)CC3)cc21 | -11% | 33% | 2% | 7% | 14% | i | 2% | -7% | 11%
4 | Cc1ccc(SCc2nc3ccccc3n2CC(=O)Nc2ccc(Cl)cc2)cc1 | -12% | 16%[57.1 µM] | -5% | 27% | 15% | -3% | 6% | 0% | -19%
5 | CC(=O)N/C(=C/c1ccc2c(c1)OCO2)C(=O)N1CCOCC1 | 0% | 8%[57.1 µM] | -5% | 7% | 42%[activator] | 4% | -3% | ? | -14%
6 | Cc1ccccc1N1CCN(CC(=O)NCc2ccc(Cl)cc2)CC1 | 2% | 1% | -5% | 3% | 31% | -1% | -10% | 5% | 4%
7 | Cc1cc(C)cc(N(CC(=O)Nc2cccc(C)n2)S(=O)(=O)c2c(C)noc2C)c1 | -7% | 3% | 3% | 2% | 39%[activator] | -8% | -20% | -28% | 12%
8 | O=C(Oc1ccc2ccc(O)cc2c1)C1CCCCC1 | 8% | 21%[57.1 µM] | ? | ? | ? | 12% | ? | ? | ?
9 | COc1ccc(CCNC(=O)C/C(C)=N/NC(=O)Cc2cccc3ccccc23)cc1OC | -5% | -9%[57.1 µM] | 0% | 3% | 20% | 0% | -17% | 189%[activator] | 14%
10 | NC(=O)c1ccc(/C=N/O)nc1 | 5% | 5% | 30%[activator] | 1% | 21% | 1% | 18µM* | 0% | -15%

Compound profiles, as listed above. Order of screens: ERG-DNA inh, TrxR1 inh, GLS inhibitor, Pin1 inhibitor, HP1b binding inh, PGK inhibitor, JMJD2A Tudor inh, 12-LOX inh, RGS4 inhibitor
Profile of Cc1ccc(SCc2nc3ccccc3n2CC(=O)Nc2ccc(Cl)cc2)cc1 → -12%, 16%[57.1 µM], -5%, 27%, 15%, -3%, 6%, 0%, -19%
Profile of COc1ccc(CCNC(=O)C/C(C)=N/NC(=O)Cc2cccc3ccccc23)cc1OC → -5%, -9%[57.1 µM], 0%, 3%, 20%, 0%, -17%, 189%[activator], 14%
Profile of CC(=O)N/C(=C/c1ccc2c(c1)OCO2)C(=O)N1CCOCC1 → 0%, 8%[57.1 µM], -5%, 7%, 42%[activator], 4%, -3%, ?, -14%

(list continues)
# | mol | ERG-DNA inh | TrxR1 inh | GLS inhibitor | Pin1 inhibitor | HP1b binding inh | PGK inhibitor | JMJD2A Tudor inh | 12-LOX inh | RGS4 inhibitor
11 | COc1cc(OC)c(NC(=O)c2cn(C3CCCC3)c(=O)c3c2c2ccccc2n3C)cc1Cl | 0% | 19% | 0% | -1% | 10% | -10% | 2% | -18% | -4%
12 | Brc1ccc(-c2csc(N3CCCCCC3)n2)cc1 | 3% | 2% | -1% | 14% | 29% | -11% | 22% | 4% | -13%
13 | CCOc1cc(N2CCOCC2)c(OCC)cc1NC(=O)c1ccc(NC(C)=O)cc1 | -1% | 14%[57.1 µM] | 4% | 3% | -9% | -2% | -30% | -2% | 7%
14 | CC(=O)c1ccc(S(=O)(=O)N(CC(=O)NC2CC2)Cc2ccc(F)cc2)cc1 | 0% | -1% | -7% | -9% | 19% | -11% | -2% | 3% | -9%
15 | Cc1nn(C)c(C)c1S(=O)(=O)N1CCC(CO)(Cc2ccc(Cl)cc2)CC1 | 12% | 5%[57.1 µM] | -2% | 1% | 15% | i | -14% | -12% | -13%
16 | COc1ccc(C2NC(=O)NC(C)=C2C(=O)OCc2ccccc2)cc1 (centres undefined) | 6% | 21% | -3% | -3% | 28% | -6% | -16% | 7% | -9%
17 | CCC(=O)NC(=S)Nc1ccc(S(=O)(=O)NC(C)C)cc1 | -9% | ? | -2% | -9% | 17% | i | 0% | -21% | -19%
18 | CCN(CC)CCNC(=O)CSc1c2c(nc3cc(Cl)ccc13)CCCC2 | 5% | ? | 2% | 2% | 4% | -10% | -21% | -10% | -34%
19 | Clc1ccc(OCCCn2ccnc2)c(Br)c1 | . | -3% | 10% | -10% | 16µM* | 0% | 5.6µM* | ? | 12%
20 | CCCOc1ccc(C(=O)NCC(c2ccco2)N(C)C)cc1 (centres undefined) | -2% | -5% | 4% | 1% | 30% | 6% | -6% | -13% | 15%

New compounds follow
# | mol | ERG-DNA inh | TrxR1 inh | GLS inhibitor | Pin1 inhibitor | HP1b binding inh | PGK inhibitor | JMJD2A Tudor inh | 12-LOX inh | RGS4 inhibitor
21 | Cc1cc(C)c(N=Cc2c(O)n(-c3nccs3)c(=O)c3ccccc23)c(C)c1 | 6% | -7% | 9% | 47%[activator] | -10% | -2% | ? | 3% | 35%
22 | CC(=O)c1cccc(NC(=O)Nc2csc3c2CCCC3)c1 | 4% | 3%[11.4 µM] | -3% | 0% | 21% | i | 0% | -8% | -25%
23 | Cc1ccc(NC(=S)N2CCC(N(C)CC3CCCO3)CC2)cc1 (centres undefined) | -5% | -11% | -12% | 1% | 11% | 4% | -10% | 12% | 15%
24 | COc1cc(O)c(C(CC(=O)N2CCCC2)c2ccc(N(C)C)cc2)c(OC)c1 (centres undefined) | 8% | -5%&-2% | 35%[activator] | 1%&-8% | -13%&9% | -7% | ? | 2% | -19%&-6%
25 | O=C(NCCOc1ccccc1F)C1CC(=O)N(c2ccc3c(c2)OCCO3)C1 (centres undefined) | -3% | 13% | 0% | -3% | 32% | -1% | 4% | -9% | 10%
26 | COCCN1Cc2cccc(C(=O)NCCc3ccccc3)c2C1=O | -1% | 5% | -6% | 2% | 22% | 8% | 1% | 10% | 5%
27 | CC(NC(=O)C(C)N1C(=O)C2C3CC(C(Br)C3Br)C2C1=O)c1ccccc1 (centres undefined) | -1% | 11% | 1% | -4% | 43%[activator] | 8% | -5% | -16% | 33%
28 | Cc1nn(-c2ccccc2)c2[nH]c(=O)c(CNc3ccc(N4CCOCC4)cc3)cc12 | -6% | -24% | ? | 42%[activator] | ? | -2% | ? | ? | -39%[11.4 µM]
29 | CNC(=O)CSc1nnc(SCCC(=O)O)s1 | 3% | 4% | 0% | 4% | 35% | -9% | -3% | 10% | 9%
30 | CCOC(=O)c1nc2ccccc2s1 | -10% | 5% | -2% | 6% | 31% | -7% | 12% | 0% | -13%

Quoted from the listing.
Under ERG-DNA inh, O=C(NCCOc1ccccc1F)C1CC(=O)N(c2ccc3c(c2)OCCO3)C1 (centres undefined) is listed with -3%
Under ERG-DNA inh, O=C(Oc1ccc2ccc(O)cc2c1)C1CCCCC1 is listed with 8%
Under RGS4 inhibitor, CCOC(=O)c1nc2ccccc2s1 is listed with -13%
Under ERG-DNA inh, COc1ccc(C2NC(=O)NC(C)=C2C(=O)OCc2ccccc2)cc1 (centres undefined) is listed with 6%

The list goes on.
# | mol | ERG-DNA inh | TrxR1 inh | GLS inhibitor | Pin1 inhibitor | HP1b binding inh | PGK inhibitor | JMJD2A Tudor inh | 12-LOX inh | RGS4 inhibitor
31 | O=C(Cn1cnc2c(cnn2-c2ccc(F)cc2)c1=O)NCc1ccco1 | -6% | -5% | 1% | ? | 33% | i | -7% | 2% | -12%
32 | COc1cccc(Cc2nc3ccccc3nc2SCC(=O)N2CCCCC2C)c1 (centres undefined) | 5% | 23%[57.1 µM] | -3% | 20% | 35%[57 µM] | -9% | -2% | -8% | -11%
33 | CC1CN(S(=O)(=O)c2ccc(C(=O)Nc3nnc(-c4ccccn4)o3)cc2)CC(C)O1 (centres undefined) | 1% | -14% | 6% | 0% | 37% | 0% | 89µM* | 9% | -3%
34 | CC(C)(C)c1ccc(C(=O)NC2CCS(=O)(=O)C2)cc1 (centres undefined) | -2% | 7% | -1% | 3% | 28% | -9% | 7% | 2% | -25%
35 | O=C(CNC(c1ccccc1)c1ccccc1)NCc1ccccc1Cl | -4% | 17% | -1% | 0% | 37% | -9% | 1% | 0% | -6%
36 | COc1cccc(C(=O)CN2CCC(NC(=O)NC3CCCCC3)CC2)c1 | 4% | ? | -20% | -7% | 5% | i | -19% | -19% | -8%
37 | O=C(Nc1ccc(O)c2c(=O)cc(-c3ccccc3Cl)oc12)c1ccccc1Cl | 3% | 13%[57.1 µM] | 11% | 1% | 20% | -7% | -25% | -11% | -26%
